Chronic BCR inh: qHTS Assay to Find Inhibitors of Chronic Active B-Cell Receptor Signaling; 340,000 compounds, 0.05% hits; ABC-DLBCL IkBa-CBG/CBR reporter, luminescence ratio, 4 h; Potency, µM (titrated, usually from 46.1 µM), without a hit: at the highest dose ratio change, negative = lower green/red ratio, hits mostly inhibitors; AID 493014, 2011; active = well fitted inhibition curve with a large enough effect in the signal ratio, with a control signal flat, not every such curve was filed as active; inconclusive = small, poorly fitted or top-dose-only effect, or effect the other way, or a change in a side signal; the % refers to the signal ratio;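 also: potency is read from the fitted curve at half-maximal effect; plate controls were basal doxycycline-induced cells for no effect and cells given 10 µM MG132 for full effect; MG132 reads +100%, hits lower the ratio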
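Concentration-response series (up to 46 uM) were applied to TMD8 dual-reporter cells for 4 h at 37C with doxycycline. Green/red ratio, after filter-overlap correction, defined %Activity; red signal alone was normalised to basal cells and zero luminescence.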
S-ASM inh: Inhibitors of Secretory Acid Sphingomyelinase (S-ASM): qHTS. AID 504937, 2011. Sphingomyelin phosphodiesterase (Homo sapiens), P17405. Potency, µM (highest dose often 57.5 µM), inactives show at the highest dose activity change, negative = inhibition, usual class: inhibitors. 340,000 compounds, 0.006% hits. placental ASM, HMU-PC fluorogenic substrate, 60 min; also: potency is read from the fitted curve at half-maximal effect
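Steps: dispense placental human ASM, pin compound, wait 10 min at room temperature, add HMU-PC0 substrate at 9 uM final, incubate 60 min at 37 °C, add stop solution raising pH to 10, read fluorescence.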
MBNL1-CUG inh: qHTS Assay for Inhibitors of MBNL1-poly(CUG) RNA binding; Muscleblind-like protein 1 (Homo sapiens), Q9NR56; TR-FRET MBNL1-His/biotin-(CUG)12 binding, 665/545 ratio; Potency, µM (highest dose often 57.5 µM), inactives show at the top dose activity change, negative = inhibition, hits mostly inhibitors; 280,000 compounds, 0.036% hits; AID 2675, 2010; active = well fitted inhibition curve with a large enough effect in the signal ratio, with a control signal flat, not every such curve was filed as active; inconclusive = small, poorly fitted or top-dose-only effect, or effect the other way, or a change in a side signal; inactive = no such curve, though single readings can be large or run the other way; the % refers to the signal ratio; also: potency is read from the fitted curve at half-maximal effect; % is scaled to controls: 0 for no effect and ±100 for the full control effect
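His-tagged MBNL1 binding to biotinylated (CUG)12 RNA was measured by TR-FRET using terbium anti-His antibody (0.055 ng/ul final) and streptavidin-XL665 (5 nM final). Compounds were titrated 92 nM to 58 uM; 60 min at room temperature.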
TSHR antag: Antagonists of the Thyroid Stimulating Hormone Receptor: HTS campaign | activity change, negative = inhibition, % at 11.5 µM | 330,000 compounds, 0.2% hits | Thyrotropin receptor (Homo sapiens), P16473 | TSHR-expressing cells, TSH-stimulated cAMP HTRF, 2 h; active compounds read low | AID 504810, 2011;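 active = activity change below a set negative limit, meaning inhibition stronger than a set level, cut at about -70% in these data; inconclusive = activity change between two set negative limits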; also: % is scaled to controls: 0 for no effect and ±100 for the full control effect
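Antagonism was scored as loss of TSH-driven cAMP in TSHR cells, stimulated with 4nM TSH (EC80) for 2 hours at 37 deg C and detected by homogeneous HTRF competition immunoassay.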
KCNH2 WT inh: qHTS for Inhibitors of KCHN2 3.1: Wildtype qHTS. U2OS, BacMam KCNH2, thallium flux FluxOr; active compounds read low. activity change, % at 1.84 µM. 340,000 compounds, 0.37% hits;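 active = maximum activity change below -70%; inconclusive = maximum activity change between -70% and -50%; inactive = maximum activity change above -50%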; also: % is scaled to controls: 0 for no effect and ±100 for the full control effect
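U2OS cells were transduced with wild-type KCNH2 virus (2.03 x 10^8 / mL) for 4 h at room temperature, then cultured overnight at 37 C. Thallium flux was read with FluxOr dye. Rate constants were normalized to DMSO controls.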
USP2a block: qHTS Assay for Inhibitors of Ubiquitin-specific Protease USP2a Using CHOP2 as the Reporter; Ubiquitin carboxyl-terminal hydrolase 2 (Homo sapiens), O75604; USP2 core, Ub-CHOP2 coupled fluorogenic reporter, 485/531; Potency, µM (highest dose often 38.3 µM), for the others: at the top dose activity change, negative = inhibition, actives largely listed as inhibitors; 330,000 compounds, 0.01% hits;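 also: potency is read from the fitted curve at half-maximal effect; plate controls were DMSO wells for no effect and full inhibition by NEM control for full effect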
Target sequence (O75604 whole entry, looked up): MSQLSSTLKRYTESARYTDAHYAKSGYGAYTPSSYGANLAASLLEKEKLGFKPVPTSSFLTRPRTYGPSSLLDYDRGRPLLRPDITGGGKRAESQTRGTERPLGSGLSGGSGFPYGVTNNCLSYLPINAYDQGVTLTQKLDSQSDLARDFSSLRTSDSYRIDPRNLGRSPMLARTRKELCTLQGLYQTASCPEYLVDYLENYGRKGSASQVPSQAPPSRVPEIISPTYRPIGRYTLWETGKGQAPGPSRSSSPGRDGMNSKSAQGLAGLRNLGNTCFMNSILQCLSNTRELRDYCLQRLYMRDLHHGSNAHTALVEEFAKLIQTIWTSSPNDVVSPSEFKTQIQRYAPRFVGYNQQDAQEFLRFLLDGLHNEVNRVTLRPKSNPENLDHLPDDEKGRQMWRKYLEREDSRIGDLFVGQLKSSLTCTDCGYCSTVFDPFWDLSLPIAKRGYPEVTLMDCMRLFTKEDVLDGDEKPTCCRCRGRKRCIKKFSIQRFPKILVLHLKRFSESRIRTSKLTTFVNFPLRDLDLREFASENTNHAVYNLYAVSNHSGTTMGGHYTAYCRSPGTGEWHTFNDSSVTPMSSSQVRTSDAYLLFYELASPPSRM
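Deubiquitinase activity read as fluorescence (485/531 nm) after Ub-CHOP2 cleavage activates the enterokinase reporter on its substrate; USP2 core 10nM, Ub-CHOP2 and substrate 25nM each, 30min compound preincubation then 60min RT; data normalized to NEM, curves fitted.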
Mito fusion act: qHTS Assay for Small Molecule Inhibitors of Mitochondrial Division or Activators of Mitochondrial Fusion | Potency, µM (series often up to 46.1 µM), for the others: at the top dose growth rescue (activation), most hits filed as activators | 320,000 compounds, 0.23% hits | S. cerevisiae fusion-defective mutant growth rescue, CellTiterGlo 48 h;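 also: potency is read from the fitted curve at half-maximal effect; % of control where 0% means no effect; nearly all actives have a fitted effect of over 45% in size; temperature-sensitive fusion mutants such as fzo1-1 at 37 °C on non-fermentable ethanol glycerol medium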
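Compounds are tested for their ability to restore growth of mitochondrial fusion-defective yeast strains at non-permissive 37C in YPEG medium over 48 hours. Viability is quantified by luciferase luminescence.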
PKM2 act: qHTS Assay for Activators of Human Muscle isoform 2 Pyruvate Kinase | Pyruvate kinase PKM (Homo sapiens), P14618 | purified PKM2, Kinase-Glo ATP luminescence, activation; response scale: 0% is enzyme alone, no compound | Potency, µM (top dose mostly 57.5 µM), without a hit: at the top dose activation, usual class: activators | 260,000 compounds, 0.34% hits | AID 1631, 2009; also: potency is read from the fitted curve at half-maximal effect; % is scaled to controls: 0 for no effect and ±100 for the full control effect; nearly all actives have a fitted effect of over 55% in size
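Kinase-Glo luminescence reports ATP generated from ADP (0.1 mM) and PEP (0.5 mM) by purified hPK-M2 after 1 h at room temperature, pH 7.2 imidazole buffer; intermediate enzyme activity allows detecting inhibitors and activators.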
Menin MLL FP TR: qHTS Assay for Inhibitors Targeting the Menin-MLL Interaction in MLL Related Leukemias: Competition With Texas Red Labeled MLL-derived Mutant Peptide; 270,000 compounds, 0.23% hits; Menin + Texas Red MLL mutant peptide, fluorescence polarization; Potency, µM (doses to about 61.6 µM), without a hit: top-dose FP activity change, negative = inhibition, actives largely listed as inhibitors; active = well fitted inhibition curve with a large enough effect in the polarisation, with a control signal flat, not every such curve was filed as active; inconclusive = small, poorly fitted or top-dose-only effect, or effect the other way, or a change in a side signal; inactive = no such curve, though single readings can be large or run the other way; the % refers to the polarisation; also: potency is read from the fitted curve at half-maximal effect; % of control where 0% means no effect; many of its hits are not listed in these tables
GALK inhibitor: qHTS Assay for Inhibitors of Human Galactokinase (GALK) | Potency, µM (top dose mostly 57.5 µM), for the others: at the highest dose activity change, negative = inhibition, actives largely listed as inhibitors | 270,000 compounds, 0.007% hits | Purified GALK, Kinase-Glo residual ATP luminescence; also: potency is read from the fitted curve at half-maximal effect; % is scaled to controls: 0 for no effect and ±100 for the full control effect
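Galactose (100 uM) and ATP (35 uM) were turned over by 5 nM GALK for 1 h at RT. Kinase-Glo Plus then converted the remaining ATP into a luminescent signal.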
Eya2 phos inh: qHTS Assay for Inhibitors of the Phosphatase Activity of Eya2; Protein phosphatase EYA2 (Homo sapiens), O00167; recombinant Eya2, OMFP fluorescence dephosphorylation (OMFP is methylfluorescein phosphate); Potency, µM (doses to about 76.9 µM), for inactives: at the highest dose activity, negative = inhibition, actives largely listed as inhibitors; 330,000 compounds, 0.006% hits; also: potency is read from the fitted curve at half-maximal effect; % is scaled to controls: 0 for no effect and ±100 for the full control effect
Target sequence (O00167 whole entry, looked up): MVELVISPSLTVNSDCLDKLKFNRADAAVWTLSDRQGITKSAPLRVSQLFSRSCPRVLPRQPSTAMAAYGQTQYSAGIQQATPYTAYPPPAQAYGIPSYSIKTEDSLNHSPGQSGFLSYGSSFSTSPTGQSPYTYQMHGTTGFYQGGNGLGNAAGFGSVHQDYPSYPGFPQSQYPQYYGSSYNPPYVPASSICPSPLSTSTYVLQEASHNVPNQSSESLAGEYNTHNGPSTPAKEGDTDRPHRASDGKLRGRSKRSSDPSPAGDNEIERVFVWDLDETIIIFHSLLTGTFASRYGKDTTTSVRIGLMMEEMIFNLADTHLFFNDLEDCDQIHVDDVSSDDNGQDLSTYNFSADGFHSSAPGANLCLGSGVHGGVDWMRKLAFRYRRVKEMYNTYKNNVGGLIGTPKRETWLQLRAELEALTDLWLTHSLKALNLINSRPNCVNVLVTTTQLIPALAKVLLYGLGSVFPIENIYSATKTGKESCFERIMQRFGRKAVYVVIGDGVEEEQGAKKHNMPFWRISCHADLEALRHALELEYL
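Eya2 protein (added as 0.2 uM solution) was preincubated with compound for 10 min at ambient temperature in 50 mM HEPES pH 7.5, 50 mM NaCl, 5 uM MgCl2, 0.05% BSA, 1 mM DTT. OMFP (added at 50 uM) then reacted 10 min; fluorescence read at 485/525 nm.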
Starred values were filed as active, the others as inactive; ? = inconclusive; · = not tested or not shown; [ ] = remark or other dose. Unless noted, calls follow the shape of the dose curve; as a rule, active = well fitted curve in the direction sought with a large enough effect; inconclusive = small, poorly fitted or top-dose-only effect, or another doubt; inactive = no such curve, though single readings can be large; an effect the other way counts as inactive or inconclusive.

SMILES | Chronic BCR inh | S-ASM inh | MBNL1-CUG inh | TSHR antag | KCNH2 WT inh | USP2a block | Mito fusion act | PKM2 act | Menin MLL FP TR | GALK inhibitor | Eya2 phos inh
COC(=O)c1ccc(Oc2nc(NC(C)C)nc(NC(C)C)n2)cc1 | 1% | -2% | 9% | 0 | -7 | 5% | -2% | -1% | · | -3% | -26%
COc1ccc(O)c(/C=N/NC(=O)c2cccc(N3CCCC3=O)c2)c1 | 2% | 7% | 5% | -5 | 5 | -1% | 24% | -2% | 9% | 1% | 0%
COC(=O)Cc1[nH]nc2c1C(c1ccc(O)c(OC)c1)C(C#N)=C(N)O2 (stereo not drawn) | -2% | -1% | 6% | -3 | -1 | 7% | -12% | 3% | · | 0% | -10%
Cc1cc(C)c(C(=O)OCc2csc(CC(=O)Nc3ccccc3C)n2)c(C)c1 | ? | -3% | 2% | -9 | -27 | 6% | -2% | -3% | ? | -1% | 0%
COc1cc(C(=O)C(=O)c2ccc(O)c(OC)c2)ccc1O | -2% | -1% | 7% | 2 | -7 | 10% | 6% | 4% | 53%[activator] | 1% | -14%
CCc1cc(=O)oc2cc(C)cc(OC(C)C(=O)NCc3ccncc3)c12 (stereo not drawn) | -2% | 3% | -9% | 5 | 4 | 1% | 10% | · | · | 5% | 5%
CCCN1CCC(NC(=O)Nc2ccccc2C(=O)OC)CC1 | 5% | 1% | 0% | 3 | 72 | 0% | -1% | 4% | 3% | -3% | 0%
Cc1ccc(NC(=O)C2(C)Cc3ccccc3C(=O)O2)cc1 (stereo not drawn) | -4% | 1% | 1% | -1 | -5 | 0% | -4% | 6% | -2% | 5% | -8%
Cc1cccc(C)c1NC(=O)CNC(=O)c1ccncc1 | -2% | 1% | 2% | 3 | 1 | 1% | 0% | -2% | · | 2% | -13%
Nc1ccc(-c2nc3ccccc3o2)cc1 | ? | 5% | -12% | 6 | -7 | 1% | -4% | · | ? | 0% | -6%
Cc1ccc(C)c(Cn2c3ccccc3c3cnn(CC(=O)NCc4ccccn4)c(=O)c32)c1 | -7% | 1% | -3% | 12 | -11 | 0% | 0% | · | · | 0% | 7%
Cc1ccc(/C=N/NC(=O)c2cccc(NC(=O)c3ccccc3Cl)c2)o1 | ? | 3% | ? | -10 | 0 | 6% | -3% | 5% | 0% | 8% | -14%
O=C(NC(=S)NNC(=O)[C@H]1C[C@@H]1c1ccccc1)c1ccc(F)cc1 | 4% | -5% | · | 12 | -3 | -4% | ? | 3% | · | 2% | -6%
O=S(=O)(NC1CCCCC1N1CCN(c2ccc(F)cc2)CC1)c1ccccc1 (stereo not drawn) | 2% | -5% | -2% | 2 | 27 | 1% | -1% | · | · | -3% | -6%
CCOC(=O)c1cc(CC)sc1/N=C/C1=C(O)CC(C)(C)CC1=O | ? | 5% | -11% | 1 | 10 | 0% | -1% | 0% | -1% | 0% | 0%
N#Cc1c(C(F)(F)F)cc(C2CC2)nc1N1CCCC1 | 9% | -2% | -1% | 26 | -5 | 4% | 4% | -1% | -24% | -1% | -2%
Cc1ccccc1CSc1nnc(-c2ccncc2)o1 | -5% | 1% | 1% | -5 | -2 | 1% | 6% | -6% | -1% | 2% | 1%
CCNC(=S)N/N=C1\CCCCc2ccccc21 | ? | 6% | · | 2 | 11 | 4% | 14% | -4% | 4% | 1% | 0%
CCCc1cc(=O)[nH]c(SCC(=O)Nc2sc3c(c2C#N)CCC(C)C3)n1 (stereo not drawn) | 13% | -12% | 1% | -4 | -19 | -2% | -3% | -1% | ? | -1% | 5%
CN1CCN(NC(=O)CSc2ccc(Cl)cc2Cl)CC1 | -1% | 5% | · | -5 | 0 | 1% | 1% | -3% | 11% | -2% | 15%
CCC(=O)N1CCN(c2ccc(NC(=S)NC(=O)c3ccc(OC)c([N+](=O)[O-])c3)cc2)CC1 | -7% | -4% | ? | -2 | -4 | 1% | 1% | -2% | 0% | 1% | -3%
COc1ccccc1OCc1csc(N)n1 | -3% | 3% | -3% | -15 | 1 | -1% | 5% | 0% | -20% | -1% | 6%
Cc1cccc(NC(=O)c2ccc(OCc3c(C)noc3C)cc2)c1 | -8% | -14% | · | -19 | 1 | 2% | 25% | · | · | · | 23%
Cn1nc(-c2ccc(Cl)cc2)c2cc(C(=O)NCC3CCCO3)sc21 (stereo not drawn) | ? | -22% | -2% | -8 | -4 | 2% | 8% | ? | 8%[11.7 µM] | 1% | 2%
Cc1ccc(NC(=O)c2sc3nc(C)cc(C)c3c2N)cc1 | ? | · | 14% | -6 | -13 | 3% | 7% | · | -3% | · | 7%
Cc1ccc(S(=O)(=O)NC(=O)c2ccc(Br)o2)c(C)c1 | 7% | 3% | -27% | 4 | 3 | -1% | -4% | 0% | 3%[94.6 µM] | · | 8%
COc1ccccc1NC(=S)N(Cc1ccco1)Cc1cc2ccc(C)c(C)c2[nH]c1=O | ? | -4% | · | 21 | 18 | 1% | 13% | ? | -1% | 0% | 5%
Cc1noc(C)c1COc1ccccc1C(=O)NCCc1ccc(Cl)cc1 | ? | 0% | · | -6 | -3 | 0% | 20% | · | · | · | -17%
CC1(C(=O)NC2CCCCCCC2)CCC(=O)N1Cc1ccco1 (stereo not drawn) | 4% | 1% | 5% | 6 | -15 | 4% | 3% | 3% | -9% | -3% | 11%
NC1=NC2(CCCCC2)N(c2ccc(F)cc2F)C(N)=N1 | ? | 8% | -2% | -4 | 5 | -1% | 4% | 1% | -16% | 12% | 6%
CCc1ccccc1NC1=NCC(=O)N1Cc1ccc2c(c1)OCO2 | ? | 4% | -10% | 5 | -15 | -2% | 7% | -7% | 1% | -2% | -3%
CCN(CC(=O)NC(C)(C)C)C(=O)c1ccccc1SCC(=O)NC1CCCCCCC1 | ? | -1% | -5% | -8 | -13 | -1% | -2% | -2% | · | 4% | -19%
O=C(C1CCN(S(=O)(=O)c2cccnc2)CC1)N1CCCCC1 | ? | 2% | 3% | -7 | -6 | 3% | -4% | 7% | 5% | 2% | 3%
Cc1[nH]nc2c1C(c1ccco1)C(C#N)=C(N)O2 (stereo not drawn) | ? | -1% | 7% | 3 | -1 | 3% | -9% | 3% | 0% | 3% | 14%
CCn1c(Cc2ccc(OC)cc2)nnc1SCC(=O)Nc1ccc(N2CCOCC2)cc1 | 12% | 0% | -8% | 4 | 12 | 4% | 3% | · | 3% | -1% | 19%
Cc1cc(C)cc(N(CC(=O)NC(C)(C)C)C(=O)CCC(=O)Nc2nccs2)c1 | 0% | -3% | -2% | -1 | 12 | 1% | 2% | -3% | -9% | 3% | 1%
CCc1nnc(NC(=O)C(c2ccccc2)c2ccccc2)s1 | -20% | 0% | 1% | -12 | 34 | 2% | -6% | · | · | 0% | -3%
CCOC(=O)C(NC(C)=O)(NC(C)C)C(F)(F)F (stereo not drawn) | ? | 0% | 0% | 3 | 1 | 1% | 0% | -2% | · | 11% | -7%
O=C(NNC(=O)c1ccncc1)NC1CCCCC1 | -25% | 0% | 0% | 21 | 3 | -1% | 5% | -9% | -4% | 5% | 16%
Cc1nc2n(c(=O)c1CCN1CCC(c3noc4cc(F)ccc34)CC1)CCCC2 | -3% | 11% | -5% | 2 | · | 0% | -5% | · | 8% | 1% | -6%

Screens: PubChem, National Center for Advancing Translational Sciences (NCATS)

Some of the compounds tested, so the mix of outcomes need not match the whole.
